RGS4 inh = Inhibitors of Regulator of G Protein Signaling (RGS) 4: qHTS; Potency, µM (titrated, usually from 114 µM), without a hit: top-dose activity change, negative = inhibition, usual class: inhibitors; Transcreener GDP fluorescence polarization, RGS4-accelerated GTP hydrolysis; AID 504845, 2011; 390,000 tested, 0.039% active; note: potency is the fitted concentration of half-maximal effect; % is set by controls: 0 for no effect and ±100 for the full control effect; nearly all actives have a fitted effect of over 75% in size; some results filed as inactive show a strong effect at the top dose
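MLSMR compounds (23 nl, pin-transferred) preincubated 10 min at room temperature with a 500nM (2x) first reagent, then RGS4 at 900nM (2x) plus Transcreener GDP mix added; fluorescence polarization (620/688 nm) read before and after 90 min at 30 °C.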
JMJD2A Tudor = qHTS Assay for Inhibitors of JMJD2A-Tudor Domain; Lysine-specific demethylase 4A (Homo sapiens), O75164; AlphaScreen JMJD2A-Tudor / H3K4me3 peptide binding; Potency, µM (titrated, usually from 114 µM), for inactives: at the highest dose activity change, negative = inhibition, usual class: inhibitors; 390,000 tested, 4.4% active; AID 504339, 2011; note: potency is the fitted concentration of half-maximal effect; % is set by controls: 0 for no effect and ±100 for the full control effect; nearly all actives have a fitted effect of over 50% in size
GLS inhibitor = qHTS for Inhibitors of Glutaminase (GLS); Glutaminase kidney isoform, mitochondrial (Homo sapiens), O94925; Potency, µM (series often up to 45.5 µM), without a hit: top-dose activity change, negative = inhibition, actives largely listed as inhibitors; 410,000 tested, 0.21% active; AID 624170, 2012; GLS enzymatic activity, qHTS titration; note: potency is the fitted concentration of half-maximal effect; % is set by controls: 0 for no effect and ±100 for the full control effect
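hKGA; 45 mM KH2PO4 pH 8.2 + 0.02% Tween-20; cpd via pin tool; 1 mM Gln soln; GluOx/HRP/Amplex Red; RT 30 min; fluor. t0 & final.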
ALOX12 inh = Primary qHTS assay for inhibitors of human arachidonate 12S-lipoxygenase (ALOX12): Round 2; Polyunsaturated fatty acid lipoxygenase ALOX12 (Homo sapiens), P18054; purified 12hLO, xylenol orange hydroperoxide absorbance; Potency, µM (highest dose often 108 µM), without a hit: at the top dose activity change, negative = inhibition, usual class: inhibitors; 580,000 tested, 1.1% active; note: potency is the fitted concentration of half-maximal effect; % is set by controls: 0 for no effect and ±100 for the full control effect
Target sequence (P18054 whole entry, looked up): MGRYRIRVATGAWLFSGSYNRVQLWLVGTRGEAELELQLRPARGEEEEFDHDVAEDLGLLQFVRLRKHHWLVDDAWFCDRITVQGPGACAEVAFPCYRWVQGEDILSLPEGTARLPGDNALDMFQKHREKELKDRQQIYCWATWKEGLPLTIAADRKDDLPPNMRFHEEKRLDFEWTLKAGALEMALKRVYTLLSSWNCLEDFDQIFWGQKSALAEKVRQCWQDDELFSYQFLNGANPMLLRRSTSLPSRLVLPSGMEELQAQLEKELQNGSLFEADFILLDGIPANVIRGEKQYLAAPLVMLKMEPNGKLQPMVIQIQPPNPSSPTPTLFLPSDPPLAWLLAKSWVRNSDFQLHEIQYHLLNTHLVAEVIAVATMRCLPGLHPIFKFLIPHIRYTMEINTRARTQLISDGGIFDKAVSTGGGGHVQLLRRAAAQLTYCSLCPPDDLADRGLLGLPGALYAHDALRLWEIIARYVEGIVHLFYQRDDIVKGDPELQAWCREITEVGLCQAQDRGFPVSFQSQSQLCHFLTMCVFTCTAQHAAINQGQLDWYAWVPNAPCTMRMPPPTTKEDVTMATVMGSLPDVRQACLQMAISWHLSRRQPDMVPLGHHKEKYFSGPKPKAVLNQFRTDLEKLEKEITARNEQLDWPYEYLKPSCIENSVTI
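Purified human 12hLO (150 nM final) in 25 mM Hepes, 0.01% Triton X-100, pH 7.0 was preincubated 15 min at room temperature with compound. Then 40 uM arachidonic acid was added, 30 min. Hydroperoxide was read by Fe-XO absorbance ratio 573/405 nm.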
ERG-DNA inh = qHTS for Small Molecule Inhibitors of the ERG Ets/DNA interaction; Transcriptional regulator ERG (Homo sapiens), P11308; fluorescence polarization, His-ERG Ets domain / labelled DNA; Potency, µM (highest dose often 76.9 µM), for inactives: at the top dose FP activity, negative = inhibition, usual class: inhibitors; 370,000 tested, 0.028% active; AID 624246, 2012; active = well fitted inhibition curve with a large enough effect in the polarisation, with a control signal flat; inconclusive = small, poorly fitted or top-dose-only effect, or effect the other way, or a change in a side signal; inactive = no such curve, though single readings can be large or run the other way; the % refers to the polarisation;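 note: polarization taken with two DNA probes labelled with fluorescein and Texas red; potency is the fitted concentration of half-maximal effect; % of control where 0% means no effect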
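His-tagged ERG Ets domain (1 uM in the protein solution; 300mM KCl, 50mM Tris-HCl, 1mM EDTA, 1mM DTT, pH 7.5) received compound, then a probe mix of 5 nM fluorescein-DNA and 100nM Texas-615-DNA. Fluorescence polarization was read for both dyes.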
BAZ2B block = qHTS Assay for Inhibitors of BAZ2B. Potency, µM (titrated, usually from 114 µM), for inactives: top-dose activity change, negative = inhibition, usual class: inhibitors. AlphaScreen BAZ2B-H3K14Ac peptide displacement. AID 504333, 2011. 360,000 tested, 4.4% active. Bromodomain adjacent to zinc finger domain protein 2B (Homo sapiens), Q9UIF8; note: potency is the fitted concentration of half-maximal effect; % is set by controls: 0 for no effect and ±100 for the full control effect; nearly all actives have a fitted effect of over 60% in size
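Multi-concentration screen (max 110 uM) measuring displacement of acetylated histone H3 peptide from BAZ2B by AlphaScreen, using 50 nM protein, 50 nM peptide and 10 ug/mL streptavidin donor plus Ni-chelate acceptor beads.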
HP1b chromo inh = HTS for Inhibitors of HP1-beta Chromodomain Interactions with Methylated Histone Tails | Potency, µM (titrated, usually from 114 µM), inactives show at the highest dose activity change, negative = inhibition, most hits filed as inhibitors | 390,000 tested, 0.56% active | AlphaScreen HP1-beta / biotin-H3K9me3 peptide binding; note: potency is the fitted concentration of half-maximal effect; nearly all actives have a fitted effect of over 70% in size; inactives centre near 23
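HP1-beta protein (50 nM final) preincubated 30 min at room temperature with biotinylated H3(1-18)K9me3 peptide (50 nM) in PBS pH 7.4, 0.01% Tween-20, then compound added for 30 min. AlphaScreen streptavidin donor/nickel chelate acceptor beads (10 ug/mL final), 30 min dark, luminescence read.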
PI4K2A block = qHTS for small molecular inhibitors of PI4K2A; Phosphatidylinositol 4-kinase type 2-alpha (Homo sapiens), Q9BTU6; purified PI4K2A, ADP-Glo luminescence, 1 h; hits give low values; activity change, negative = inhibition, % at 76.9 µM; 420,000 tested, 0.13% active; AID 1346378, 2018; in the data active = activity change below about -50%; inconclusive = mostly about -30% to -49%;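 note: -100% = wells without enzyme as full effect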
Target sequence (Q9BTU6 whole entry, looked up): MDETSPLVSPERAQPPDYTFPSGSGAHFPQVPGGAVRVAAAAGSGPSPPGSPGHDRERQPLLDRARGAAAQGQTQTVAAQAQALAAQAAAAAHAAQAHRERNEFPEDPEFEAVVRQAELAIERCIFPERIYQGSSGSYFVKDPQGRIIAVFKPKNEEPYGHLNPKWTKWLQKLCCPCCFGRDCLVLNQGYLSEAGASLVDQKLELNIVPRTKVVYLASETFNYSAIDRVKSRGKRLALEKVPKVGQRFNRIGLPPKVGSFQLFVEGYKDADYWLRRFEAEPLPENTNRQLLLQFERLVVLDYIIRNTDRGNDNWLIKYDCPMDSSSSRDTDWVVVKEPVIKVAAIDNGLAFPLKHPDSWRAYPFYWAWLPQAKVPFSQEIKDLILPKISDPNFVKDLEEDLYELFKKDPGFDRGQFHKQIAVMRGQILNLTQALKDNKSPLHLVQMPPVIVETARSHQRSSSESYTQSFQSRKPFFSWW
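ADP-Glo luminescence measured ADP generated by PI4K2A enzyme (4 ug/mL before mixing) with 1.2 mM PI substrate (pre-mix) and 300 microM ATP (pre-mix). Tris pH7.5 buffer with MgCl2, Triton X-100; 1 h reaction at ambient temperature.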
G9a block = qHTS Assay for Inhibitors of Histone Lysine Methyltransferase G9a; Histone-lysine N-methyltransferase EHMT2 (Homo sapiens), Q96KQ7; G9a H3K9 monomethylation, AlphaScreen, 2 h; Potency, µM (titrated, usually from 102 µM), without a hit: top-dose activity, negative = inhibition, hits mostly inhibitors; 350,000 tested, 8.8% active; AID 504332, 2011; note: potency is the fitted concentration of half-maximal effect; % is set by controls: 0 for no effect and ±100 for the full control effect; nearly all actives have a fitted effect of over 75% in size
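Readings reflect AlphaScreen signal from monomethyl-H3K9 antibody detection. HMT at 20 nM; substrate b-H3K9 500 nM; cofactor SAM 20 uM; 2 h RT reaction; compounds tested as titrations in qHTS with 15 min preincubation.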
Active calls of the source: *; i = inactive; ? = inconclusive; . = no result given; [ ] = another dose, or the depositor's remark. Unless noted, calls come from the whole dose curve; as a rule, active = well fitted curve in the direction sought with a large enough effect; inconclusive = small, poorly fitted or top-dose-only effect, or another doubt; inactive = no such curve, though single readings can be large; an effect the other way counts as inactive or inconclusive. Some of the compounds tested; the hit share may differ from the screen's.

RGS4 inh	JMJD2A Tudor	GLS inhibitor	ALOX12 inh	ERG-DNA inh	BAZ2B block	HP1b chromo inh	PI4K2A block	G9a block	structure
-7%	?	2%	-7%	4%	-16%	18%	-15	28µM*	CCO/C=C1/C(=O)N(c2ccccc2OC)C(=O)c2ccccc21
-5%	-13%	2%	0%	35%[activator]	2%	33%	5	-1%	O=C(c1ccc(F)cc1)N1CCN(C(=O)c2ccc([N+](=O)[O-])cc2)CC1
-21%	-12%	-2%	-8%	1%	13%	7%	14	27%[12.7 µM]	CCOC(=O)c1ccc(NC(=O)NCCN2CCCCC2)cc1
?	?	11%	?	-6%	-26%	?	3	11µM*	O=C(NNC(=S)Nc1ccc(Br)cc1)c1ccc(N2CCOCC2)c([N+](=O)[O-])c1
-19%	-14%	1%	-19%	8%	-8%	29%	-1	-3%[59 µM]	CC(=O)Nc1ccc(C(=O)OCC(=O)N(Cc2ccccc2)C(C)(C)C)cc1
-25%	9%	1%	-6%	.	-2%	47%	-1	13%[59 µM]	COC(=O)c1ccccc1Oc1nc(Cl)cc(OC)n1
8%	-15%	-12%	0%	4%	1%	-8%	-2	.	CCOC(=O)C1(Cc2cccc(OC)c2)CCN(Cc2cnc(N)nc2)CC1
-4%	-11%	13%	16%	.	-2%	16%	1	5%[59 µM]	COc1ccc(/C=N/OCC(=O)N2CC3(C)CC2CC(C)(C)C3)cc1OC (stereo not drawn)
-19%	1%	6%	6%	1%[15.4 µM]	2%	31%	4	-3%	CN1CCN(C(=O)C23CCC(C)(C(=O)C2Br)C3(C)C)CC1 (stereo not drawn)
0%	?	-1%	-8%	-1%	-19%	27%	1	-34%[59 µM]	Cc1ccc(-n2cnc3cc(C(=O)NCCC4=CCCCC4)ccc32)c(C)c1
26%	-4%	3%	i	2%	-13%	28%	4	-1%	c1ccc(CCOn2ccnc2)cc1
-22%	-18%	-1%	?	-12%	?	17%	6	-14%[59 µM]	COc1ccc(CCNC(=S)Nc2cccc3ccccc23)cc1
-9%	-18%	0%	?	4%	.	20%	1	.	CCC[C@@H](CN1CCC[C@H]1CN1C(N)=NC[C@H]1C(C)C)N1C[C@@H](Cc2ccccc2)N(CCCC2CCCC2)C1=N
-18%	118%[activator]	1%	-7%	3%	159%[activator]	212%[activator]	8	428%[activator]	CCOC(=O)c1cnn(-c2nc(-c3ccccc3)cs2)c1C(F)(F)F
?	32µM*	?	?	.	50µM*	?	2	10µM*	CC(C)(C)c1cc(C(c2cccnc2)N2CCN(CCO)CC2)cc(C(C)(C)C)c1O (stereo not drawn)
-38%	-15%	59%[activator]	-2%	1%	-19%	34%	4	?	COc1ccc(CC(=O)Nc2ccc(N3CCOCC3)cc2)cc1OC
6%	-13%	-2%	-1%	3%	-3%	40%[activator]	-4	-11%[12.7 µM]	CCOC(=O)c1c(C)nn(-c2ccc(NC(=O)c3cccs3)cc2)c1C
-3%	-1%	-17%	12%	-6%	5%	24%	8	22%	Clc1ccc(NCc2cccnc2)c(Cl)c1
-30%	-33%	6%	?	-1%	-2%	-4%	-11	6.3µM*	C1CSC2(N1)C1CC3CC(C1)CC2C3 (stereo not drawn)
-118%	-26%	-7%	?	0%	-18%	-18%	-4	2.8µM*	CC(C)(C)C1CCc2onc(C(=O)Nc3sc4c(c3C#N)CCCC4)c2C1 (stereo not drawn)
11%	-8%	8%	-10%	.	-5%	14%	-2	1%[59 µM]	Fc1ccc(NC(=S)NCc2cccs2)cc1
34%	-10%	3%	24%	7%	?	24%	1	17%	COc1ccc(OC)c(CCNC(=O)c2cccc(NC3=NC4CS(=O)(=O)CC4S3)c2)c1 (stereo not drawn)
7%	2%	15%	2%	7%	2%	33%[activator]	-6	27%[59 µM]	CCCSc1nc2c(cnn2-c2ccccc2)c(=O)n1N
6%	-7%	8%	64%[activator]	.	.	25%	-4	.	CCOc1ccccc1C1NC(=O)c2ccccc2N1 (stereo not drawn)
-28%	-8%	-7%	?	-16%	8%	24%	4	-33%	CCc1ccc2c(COC(=O)C3CC(=O)N(CCc4ccccc4)C3)cc(=O)oc2c1 (stereo not drawn)
-8%	-5%	0%	15%	-5%	2%	8%	-9	-5%[59 µM]	CCO[C@@H]1OC(C(=O)NC2CC2)=C[C@H](c2ccccc2)[C@H]1CCCO
19%	-5%	-4%	-16%	2%	-4%	11%	1	7%[12.7 µM]	O=C(Nc1ccccc1Br)C1CCC(=O)N1Cc1ccccc1Cl (stereo not drawn)
-3%	-29%	-2%	-10%	-12%	-37%	0%	-4	-30%[12.7 µM]	CCN(C(=O)CSc1nc2ccccc2n1Cc1ccc(C(=O)OC)cc1)c1ccccc1
-37%	-22%	20%	-1%	8%	-2%	20%	3	7%[59 µM]	COc1ccc(S(=O)(=O)N2Cc3ccccc3CC2C(=O)Nc2nccs2)cc1OC (stereo not drawn)
9%	?	8%	?	-5%	.	3%	1	.	Oc1ccc(C[C@H]2CNC(=S)N2CC2CCCN2C[C@H](Cc2ccc(O)cc2)N2C[C@H](Cc3ccc(O)cc3)N(CC3CCCCCC3)C2=S)cc1 (stereo partly drawn)
-31%	-13%	-12%	-4%	-12%	-1%	37%	-2	14%	O=C(NCCOc1ccc(Cl)cc1)C1CCCCC1
4%	-15%	-2%	-5%	-12%	-4%	65%[activator]	-8	.	CCOC(=O)c1csc(NC(=O)C2=COCCO2)n1
-1%	-26%	-5%	13%	2%	-22%	15%	5	36%[12.7 µM]	COC(=O)NC1(C(F)(F)F)C(=O)Nc2c1c(=O)n(C)c(=O)n2C (stereo not drawn)
-10%	-22%	-1%	-22%	27%	?	29%	-4	45µM*	O=C(NNC(=O)C1C2CCCCC21)c1coc(=O)c(Br)c1 (stereo not drawn)
15%	-3%	-14%	-15%	4%	-3%	21%	-16	-32%[59 µM]	Cn1c(C(=O)NCc2ccc(Cl)cc2)cc2c(=O)n(C)c3ccccc3c21
13%	-4%	-3%	?	0%	12%	64%[activator]	1	-3%[59 µM]	Cc1ccc2[nH]c(=O)c3cc(C(=O)NCc4cccc(Cl)c4)sc3c2c1
-28%	-16%	4%	?	3%	-5%	8%	39	29%[59 µM]	Cc1nn(-c2ccc(Cl)cc2)c(Cl)c1/C=C(\C#N)C(N)=O
21%	-10%	3%	2%	1%	3%	-8%	-2	-8%[59 µM]	COc1ccc(N(C(=O)c2ccco2)C(C(=O)NC2CCCC2)c2cccs2)c(OC)c1 (stereo not drawn)
17%	?	-13%	-17%	-1%	-31%	-27%	2	-30%[59 µM]	COc1ccc(Cc2nnc(C(=O)NCCCN3CCN(c4ccccc4F)CC3)o2)cc1OC
-50%	7%	-8%	-5%	.	11%	30%	9	-24%	CC12CCC(=O)N1C(C(=O)N1CCN(S(=O)(=O)c3cccc(C(F)(F)F)c3)CC1)CS2 (stereo not drawn)

Sorted by count of non-hydrogen atoms (falling): some entries from above
RGS4 inh	JMJD2A Tudor	GLS inhibitor	ALOX12 inh	ERG-DNA inh	BAZ2B block	HP1b chromo inh	PI4K2A block	G9a block	structure
15%	-3%	-14%	-15%	4%	-3%	21%	-16	-32%[59 µM]	Cn1c(C(=O)NCc2ccc(Cl)cc2)cc2c(=O)n(C)c3ccccc3c21
-28%	-16%	4%	?	3%	-5%	8%	39	29%[59 µM]	Cc1nn(-c2ccc(Cl)cc2)c(Cl)c1/C=C(\C#N)C(N)=O
11%	-8%	8%	-10%	.	-5%	14%	-2	1%[59 µM]	Fc1ccc(NC(=S)NCc2cccs2)cc1

The list continues.
RGS4 inh	JMJD2A Tudor	GLS inhibitor	ALOX12 inh	ERG-DNA inh	BAZ2B block	HP1b chromo inh	PI4K2A block	G9a block	structure
6%	?	-20%	-15%	5%	-10%	8%	-3	9%	Oc1ccccc1C=NCCCCCCN=Cc1ccccc1O
-4%	-13%	-11%	95%[activator]	1%	2%	31%	-13	4%[0.501 µM]	O=C(N/N=C\c1cn(-c2ccccc2)nc1-c1ccccc1)c1ccc2c(c1)OCO2
-9%	-15%	3%	-10%	1%	-14%	19%	-3	-38%[12.7 µM]	CC(=O)N1CCN(CC(=O)Nc2c(Cl)cc(Cl)cc2Cl)CC1
-10%	-25%	0%	0%	-2%	56µM*	4%	2	?	O=C(O)c1ccc(-n2cccc2)cc1O
-25%	-10%	2%	-16%	-2%	-10%	16%	3	-22%[59 µM]	Cc1ccccc1Nc1c(-c2c(F)cccc2Cl)nc2ccc(Br)cn12
16%	5%	4%	20%	-7%	-28%	34%	3	10%[12.7 µM]	C/C(CC(=O)NCc1ccco1)=N\NC(=O)Cc1ccccc1
15%	-12%	2%	0%	-7%	4%	24%	-4	-4%	O=C(NCC1CCOCC1)c1ccc(OC2CCN(Cc3ccccn3)CC2)cc1
